Lamin A splicing: modulators of lamin A splicing; Potency, µM (titrated, usually from 46.1 µM), for the others: at the top dose ratio change, negative = inhibition, usual class: inhibitors; 0.01% of 200,000 active; HeLa LMNA splicing GFP/RFP minigene ratio, 48 h; active means well fitted inhibition curve with a large enough effect in the signal ratio, with a control signal flat, not every such curve was filed as active; inconclusive means small, poorly fitted or top-dose-only effect, or effect the other way, or a change in a side signal; the % refers to the signal ratio; further: potency means the concentration at half of the fitted maximal effect; on the % scale 0 is the no-effect control and ±100 the full control effect
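S3 HeLa cells stably expressing lamin A-EGFP splicing minigene plus DsRed2, 600 cells/well, 48 h compound exposure at 37C. Laser-scanning cytometry; analysed as GFP (500-530 nm)/RFP (575-640 nm) total intensity ratio; 0.5% DMSO vehicle.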
GAA inh: inhibitors of human lysosomal alpha-glucosidase. 0.005% of 200,000 active. purified human GAA, 4-MU-alpha-glucoside fluorescence. Potency, µM (top dose mostly 76.9 µM), inactives show at the top dose activity change, negative = inhibition, usual class: inhibitors. P10253. AID 1466;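 further: potency means the concentration at half of the fitted maximal effect; plate controls were uninhibited enzyme wells for no effect and no-enzyme background for full effect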
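qHTS format, compound range up to 77 uM. Human lysosomal enzyme at 4 nM, 400 uM 4-MU glucoside substrate, pH 5.0, 20 min room temperature; fluorescence after alkaline stop gives activity normalized to controls.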
aGlu spleen mod: lysosomal alpha-glucosidase (human) modulation; P10253; human spleen homogenate, 4-MU-alpha-glucoside fluorescence; Potency, µM (top dose mostly 79.9 µM), without a hit: at the top dose activity change, negative = inhibition, usual class: inhibitors; 0.006% of 240,000 active; AID 2112;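 further: potency means the concentration at half of the fitted maximal effect; 0% = enzyme with vehicle and -100% = no enzyme basal signal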
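Enzyme source: human spleen homogenate, 1 ug/well. Buffer 50 mM citric acid/K phosphate pH 5.0, 0.01% Tween-20. 4-MU-alpha-glucoside 1 mM; 37 C x 40 min; NaOH/glycine stop; fluorescence.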
HttQ103 aggreg: inhibitors of mutant huntingtin aggregate formation in PC12 cells; PC12 HttQ103-GFP aggregates, Acumen cytometry, 40 h; Potency, µM (series often up to 46.1 µM), without a hit: at the top dose activity change, negative = inhibition, actives largely listed as inhibitors; 1.1% of 220,000 active; AID 1688; further: potency means the concentration at half of the fitted maximal effect; on the % scale 0 is the no-effect control and ±100 the full control effect; nearly all actives have a fitted effect of over 60% in size
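Read-out: GFP aggregate count by laser scanning cytometer (488 nm excitation, 500-530 nm emission, 1–25 µm objects >6 SD above background). Cells: PC12, inducible HTTex1-Q103-GFP, 100 nM tebufenozide; compounds titrated.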
GAA glycogen mod: inhibitors or activators of human alpha-glucosidase glycogen cleavage; P10253; recombinant GAA, glycogen substrate, Amplex Red glucose oxidase fluorescence; Potency, µM (titrated, usually from 76.4 µM), for inactives: top-dose activity change, negative = inhibition, actives largely listed as inhibitors; 0.38% of 300,000 active; AID 2100;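 further: potency means the concentration at half of the fitted maximal effect; 0% = full enzyme reaction and -100% = no-enzyme basal signal; the screen sought inhibitors and activators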
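Recombinant human alpha-glucosidase (4 nM final) hydrolysed bovine liver glycogen (30 ug) for 40 min at 37 C in pH 5.0 citrate/phosphate with 0.01% Tween-20. Released glucose detected by glucose oxidase/Amplex Red, Ex 573/Em 610 nm. Compounds up to 77 uM; AC50 from Hill fits.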
HTT cytoprotect: Huntington cell model cytoprotection by ATP luminescence; PC12 HTT-Q103 induced, cytoprotection, ATP luminescence, 40 h; Potency, µM (doses to about 56.4 µM), without a hit: cytoprotection (ATP increase), most hits filed as activators; 0.14% of 230,000 active;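 further: potency means the concentration at half of the fitted maximal effect; % of control where 0% means no effect; nearly all actives have a fitted effect of over 45% in size; toxic huntingtin expression switched on by the ecdysone agonist tebufenozide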
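PC12 cells stably carrying ecdysone-inducible Htt exon 1 (Q103)–GFP were induced with 100 nM tebufenozide (final) alongside library compounds in a dose series. Cytoprotection was scored as retained ATP by ATPlite luminescence.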
CBFb-RUNX1 inh: CBF-beta/RUNX1 interaction disruption | AlphaScreen CBFb-His/RUNX1-biotin binding, biochemical | 230,000 tested, under 10 active | Q01196+Q13951 | Potency, µM (series often up to 59.8 µM), without a hit: at the highest dose activity, negative = inhibition, most hits filed as inhibitors | AID 1477; further: % of control where 0% means no effect
Target sequence (Q01196 whole entry, looked up): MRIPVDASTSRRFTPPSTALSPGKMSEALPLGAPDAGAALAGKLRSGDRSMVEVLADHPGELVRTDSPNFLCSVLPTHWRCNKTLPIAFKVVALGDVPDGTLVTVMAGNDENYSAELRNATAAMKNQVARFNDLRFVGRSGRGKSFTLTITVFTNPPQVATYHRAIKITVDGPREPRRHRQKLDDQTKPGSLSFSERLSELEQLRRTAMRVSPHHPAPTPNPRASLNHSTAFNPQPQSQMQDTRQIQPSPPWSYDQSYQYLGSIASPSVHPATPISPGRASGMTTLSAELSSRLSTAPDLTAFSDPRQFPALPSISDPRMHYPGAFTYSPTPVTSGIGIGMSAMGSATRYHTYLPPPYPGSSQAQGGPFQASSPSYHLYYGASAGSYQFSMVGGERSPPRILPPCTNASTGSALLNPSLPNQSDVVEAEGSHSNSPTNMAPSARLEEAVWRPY
Target sequence (Q13951 whole entry, looked up): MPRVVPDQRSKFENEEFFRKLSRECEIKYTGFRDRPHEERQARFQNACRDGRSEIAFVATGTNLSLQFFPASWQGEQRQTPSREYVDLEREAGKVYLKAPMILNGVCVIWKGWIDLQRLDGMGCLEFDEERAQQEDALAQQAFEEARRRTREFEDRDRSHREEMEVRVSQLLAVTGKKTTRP
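AlphaScreen proximity signal reports loss of binding between His-tagged CBF-beta and biotin-labelled RUNX1, each at 30 nM. Proteins are pre-associated for 20 minutes, compounds added for 15 minutes, then beads for 90 minutes, all at ambient temperature.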
* = called active by the depositor; ? = inconclusive; . = no result given; [ ] = another dose, or the depositor's remark. Unless noted, the call rests on the fitted dose curve; in most records, active means well fitted curve in the direction sought with a large enough effect; inconclusive means small, poorly fitted or top-dose-only effect, or another doubt; inactive means no such curve, though single readings can be large; an effect the other way counts as inactive or inconclusive.

SMILES	Lamin A splicing	GAA inh	aGlu spleen mod	HttQ103 aggreg	GAA glycogen mod	HTT cytoprotect	CBFb-RUNX1 inh
COc1ccc(N2CCn3c2nc2c3c(=O)n(CCCc3ccccc3)c(=O)n2C)cc1	4%	-7%	0%	1%	-1%	-19%	0%
O=C(NC1CC2CCC(C1)N2C(=O)NCc1ccccc1)C1CC1 (stereo not drawn)	1%	-3%	-7%	-9%	-1%	-1%[10 µM]	2%
CN(C)S(=O)(=O)c1cccc(C(=O)OCC(=O)NCc2ccc3c(c2)OCO3)c1	0%[46 µM]	-2%	-1%	4%	0%	-3%	-5%
O=C(NCCCN1CCOCC1)c1cc2c(s1)CCCC2	-1%	4%	-1%	-12%	3%	5%	5%
Clc1ccc(-n2nnnc2-c2ccccc2)cc1Cl	5%	-1%	0%	-1%	5%	-5%	7%
CC(=O)c1ccn(S(=O)(=O)c2ccccc2)c1	0%	-14%	-5%	4%	-5%	.	1%
COc1ccc(C(C)=O)cc1COC(=O)c1c(C)noc1C	2%	?	3%	19%	9%	-11%	6%
CCOC(=O)N1CCN(C(=O)C2CCC(=O)N2C(C)C)CC1 (stereo not drawn)	7%	-4%	-2%	13%	11%	4%[0.074 µM]	0%
Cc1ccccc1NC(=O)CCn1c(=O)oc2ccccc21	-10%	0%	2%	-18%	-16%	-7%	9%
C[C@@H]1C(c2cccc(Cl)c2)=NN(c2ccc(Br)cc2)[C@H]1C(=O)N1CCOC1=O	.	.	?	.	.	-72%[inhibitor]	?
CCCOc1ccccc1-n1sc2c(c1=S)-c1cc(OC)cc3c1N(C(=O)C3=O)C2(C)C	0%	-3%	12%	-1%	13%	12%	-10%
c1cnc2ccc(C(c3nnnn3C3CCCC3)N3CCN4CCCC4C3)cc2c1 (stereo not drawn)	7%	-4%	1%	6%	4%	-8%	0%
CCC(C)N1CC(C(=O)NC2CCCCC2)CC1=O (stereo not drawn)	3%	-2%	4%	5%	5%	5%	0%
CCOC(=O)C1(CC2CCCCO2)CCN(Cc2nc(-c3cccs3)oc2C)CC1 (stereo not drawn)	.	-4%	-3%	-16%	1%	-55%	0%
CCN1C(=O)/C(=C2\SC(N3CCCCC3)=NC2=O)c2ccccc21	5%	-15%	-7%	?	-7%	-91%[inhibitor]	-4%
Cc1cc(C)cc(NC(=O)CSc2nncn2-c2ccccn2)c1	-16%[46 µM]	?	-1%	12%[9.22 µM]	7%	0%[10 µM]	2%
Nc1ncnc2c1nc(Br)n2C1O[C@H]2COP(=O)(O)O[C@@H]2C1O (stereo partly drawn)	?	.	3%	.	.	.	-8%
Cc1cc(C)c(/C=N/NC(=O)c2nnn(-c3nonc3N)c2COc2ccc(F)cc2)c(C)c1	.	.	5%	-8%[9.22 µM]	-20%	9%[10 µM]	-2%
Cc1cccc(NS(=O)(=O)c2ccccc2)n1	0%	0%	-8%	19%	-2%	0%	5%
Nc1cc(=O)[nH]c(SCC(=O)Nc2cc(Cl)ccc2Cl)n1	.	.	-3%	-10%[9.22 µM]	6%	12%[10 µM]	-7%
CN(c1ccccc1)S(=O)(=O)c1ccc(NC(=O)c2ccccc2)cc1	?	-4%	1%	?	-11%	.	-3%
COc1ccc(/C=N/S(=O)(=O)c2ccc(C)cc2)cc1	?	-7%	.	-4%	-5%	-3%	13%
CSc1nsc(SC)c1CO	0%[46 µM]	3%	0%	12%[9.22 µM]	1%	23%[10 µM]	0%
COc1cccc([C@H](O)Cn2cc(-c3ccc(CON=C(C)C)cc3)nn2)c1	?	4%	-6%[17.4 µM]	20%	-3%	7%[10 µM]	3%[13.1 µM]
Cc1ccc(C(=O)Nc2ccc3c(c2)CCC3)cc1S(=O)(=O)N1CCOCC1	-27%[46 µM]	1%	-3%	-3%	19%	.	12%
CC(C)CCn1cnc2c(c1=O)c1nc3ccccc3nc1n2Cc1ccc2c(c1)OCO2	12%	-6%	1%	-3%	2%	-3%	1%
COc1cc(C(=O)NC2=C(C#N)CCC2)cc(OC)c1OC	-5%[46 µM]	5%	-2%	26%	-10%	-34%[inhibitor]	-11%
CCCn1c(=N)c(C(=O)NCC2CCCO2)cc2c(=O)n3cccc(C)c3nc21 (stereo not drawn)	-11%	?	4%	-3%	2%	30%	-10%
Cn1ncc(Cl)c1C(=O)Nc1sc2c(c1C(N)=O)CCC2	?	-7%	-1%	-14%	0%	1%[10 µM]	-1%
COc1ccc(C(=O)n2nc(-c3ccco3)nc2N)cc1OC	.	-11%	-1%	-8%	2%	-31%[inhibitor]	0%

One compound at a time, from the list above.
`COc1cc(C(=O)NC2=C(C#N)CCC2)cc(OC)c1OC` across the screens: Lamin A splicing: -5%[46 µM]; GAA inh: 5%; aGlu spleen mod: -2%; HttQ103 aggreg: 26%; GAA glycogen mod: -10%; HTT cytoprotect: -34%[inhibitor]; CBFb-RUNX1 inh: -11%
`Nc1ncnc2c1nc(Br)n2C1O[C@H]2COP(=O)(O)O[C@@H]2C1O` (stereo partly drawn) across the screens: Lamin A splicing: ?; GAA inh: .; aGlu spleen mod: 3%; HttQ103 aggreg: .; GAA glycogen mod: .; HTT cytoprotect: .; CBFb-RUNX1 inh: -8%

Next part
SMILES	Lamin A splicing	GAA inh	aGlu spleen mod	HttQ103 aggreg	GAA glycogen mod	HTT cytoprotect	CBFb-RUNX1 inh
CCOC(=O)C1CCc2sc(N)c(C#N)c21 (stereo not drawn)	7%	-13%	6%	0%	5µM*	-7%	?
CS(=O)(=O)N(CC(=O)NCCSCc1ccccc1)c1ccccc1	.	-11%	-2%	0%[9.22 µM]	0%	-3%[10 µM]	-1%
NC(=O)C[C@@H]1NC(=O)c2cc([N+](=O)[O-])cc(F)c2NCCCC[C@@H](C(N)=O)NC(=O)[C@H](CO)NC1=O	?	3%	-3%	0%	-3%	.	2%[2.36 µM]
O=C(CN1CCN(c2ccc(O)cc2)CC1)Nc1cc(S(=O)(=O)N2CCOCC2)ccc1Cl	?	-1%	4%	12%	-3%	?	?
COc1ccc2c(CC(=O)O)cc(=O)oc2c1	.	.	-5%	-15%[9.22 µM]	0%	6%[10 µM]	8%
Cc1cc(C)n(-c2nc3ccccc3c(=O)n2OCC(N)=O)n1	-18%	-3%	-1%	-20%	12%	-11%	0%
CC1(C)CC2CC(C)(CN2C(=O)CN2C(=O)c3ccccc3C2=O)C1 (stereo not drawn)	2%	0%	-5%	-11%	-1%	-8%	3%
Cc1nc2nc(SCC(=O)c3cccc([N+](=O)[O-])c3)[nH]c2cc1Br	-10%	1%	-4%	7%	4%	-3%[10 µM]	-6%
O=C(CSCc1c(Cl)cccc1Cl)NCc1cccnc1	-7%	-6%	0%	-16%	-11%	-9%	-2%
CCCOc1cccc(CN2CCCCC2c2cccnc2)c1 (stereo not drawn)	5%	-12%	-6%	-27%	5%	4%	-1%
Clc1ccc(-c2nc3ccccc3nc2-c2ccccc2)cc1	?	?	-8%	-14%	6%	.	10%
CCOC(=O)n1c(=O)n(Cc2cccc(F)c2)c2ccccc21	?	-3%	-2%	3%	7%	-35%[inhibitor]	-13%
C/C(=N\NC(=S)NC(C)C)c1cccc([N+](=O)[O-])c1	?	1%	1%	5%	7%	.	-13%
O=[N+]([O-])c1ccc(NC(=S)NCCc2ccccc2)cc1	?	-5%	5%	?	-12%	?	-17%
CCOC(=O)N1CCN(CC(O)c2ccccc2)CC1 (stereo not drawn)	.	-7%	3%	14%	0%	19%[10 µM]	13%
CCC12C=C(/C=C/c3ccccc3)C(CC)(C1)C(c1ccccc1)CC2=O (stereo not drawn)	.	.	9%[17.4 µM]	.	.	-32%[inhibitor][10 µM]	6%[13.1 µM]
N#CC1=C(N)C2=CCCC[C@H]2[C@H](c2cccc(F)c2)C1(C#N)C#N	?	8%	-7%	12%	-11%	15%[10 µM]	0%
CC(=O)Nc1cccc(NC(=S)Nc2cccc(Cl)c2Cl)c1	?	9%	2%	-2%[9.22 µM]	-12%	-8%[10 µM]	2%
C/C(CCC1CC(C)(C)OC1=O)=N\NC(N)=S (stereo not drawn)	.	.	-1%	1%[9.22 µM]	-11%	36%[10 µM]	2%
CCOCCCNS(=O)(=O)c1ccc(NC(=O)c2ccccc2)cc1	?	2%	2%	-21%	5%	-13%	7%
Cc1ccccc1N(CC(=O)NCCSC1CCCCC1)S(=O)(=O)c1ccccc1	8%	-6%	-1%	-16%	-6%	-46%[inhibitor]	6%
COCCCn1c(SCCc2ccccc2)nc2cc(OC)c(OC)cc2c1=N	?	-3%	-6%	?	-14%	-20%[10 µM]	-16%
CNS(=O)(=O)c1ccc(NC(=S)Nc2ccc3c(c2)OCO3)cc1	.	5%	-2%	19%	-5%	1%	-4%

At a glance, ten of the compounds above.
SMILES	Lamin A splicing	GAA inh	aGlu spleen mod	HttQ103 aggreg	GAA glycogen mod	HTT cytoprotect	CBFb-RUNX1 inh
O=[N+]([O-])c1ccc(NC(=S)NCCc2ccccc2)cc1	?	-5%	5%	?	-12%	?	-17%
CCOC(=O)N1CCN(CC(O)c2ccccc2)CC1 (stereo not drawn)	.	-7%	3%	14%	0%	19%[10 µM]	13%
CCC12C=C(/C=C/c3ccccc3)C(CC)(C1)C(c1ccccc1)CC2=O (stereo not drawn)	.	.	9%[17.4 µM]	.	.	-32%[inhibitor][10 µM]	6%[13.1 µM]
N#CC1=C(N)C2=CCCC[C@H]2[C@H](c2cccc(F)c2)C1(C#N)C#N	?	8%	-7%	12%	-11%	15%[10 µM]	0%
CC(=O)Nc1cccc(NC(=S)Nc2cccc(Cl)c2Cl)c1	?	9%	2%	-2%[9.22 µM]	-12%	-8%[10 µM]	2%
C/C(CCC1CC(C)(C)OC1=O)=N\NC(N)=S (stereo not drawn)	.	.	-1%	1%[9.22 µM]	-11%	36%[10 µM]	2%
CCOCCCNS(=O)(=O)c1ccc(NC(=O)c2ccccc2)cc1	?	2%	2%	-21%	5%	-13%	7%
Cc1ccccc1N(CC(=O)NCCSC1CCCCC1)S(=O)(=O)c1ccccc1	8%	-6%	-1%	-16%	-6%	-46%[inhibitor]	6%
COCCCn1c(SCCc2ccccc2)nc2cc(OC)c(OC)cc2c1=N	?	-3%	-6%	?	-14%	-20%[10 µM]	-16%
CNS(=O)(=O)c1ccc(NC(=S)Nc2ccc3c(c2)OCO3)cc1	.	5%	-2%	19%	-5%	1%	-4%
